Bim-Bcl-2 – inhibitors of Bim-Bcl-2 interaction, human. P10415. Bead-based flow cytometry, Bim peptide-Bcl-2 binding. inhibition, % at 10 µM. 190,000 tested, 0.06% active. AID 950; in the data active means inhibition above about 40%; inconclusive means no clear call, values can overlap the other calls;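 further: 0% = no compound wells with probe peptide and 100% = reference peptide inhibitor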
Target sequence (P10415 whole entry, looked up): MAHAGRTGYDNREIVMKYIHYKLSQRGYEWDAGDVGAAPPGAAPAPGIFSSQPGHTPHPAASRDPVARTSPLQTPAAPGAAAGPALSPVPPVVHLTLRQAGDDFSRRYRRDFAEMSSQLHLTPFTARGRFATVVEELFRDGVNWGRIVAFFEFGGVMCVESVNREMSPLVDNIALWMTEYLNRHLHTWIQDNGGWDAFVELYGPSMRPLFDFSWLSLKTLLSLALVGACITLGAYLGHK
ABCG2 inh – blocks JC-1 efflux by human ABCG2 transporter. IgMXP3 cells, flow cytometry. inhibition, % at 6.6 µM. 190,000 tested, 0.1% active;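 active means inhibition above 80%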;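 further: 0% = DMSO and 100% = nicardipine control wells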
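Measure – % inhibition of efflux relative to nicardipine and DMSO · Test system – ABCG2 IgMXP3 and barcoded ABCB1 CCRF-Adr cell mix · Control set – nicardipine as high control, DMSO as low control · Compound – one concentration, 6.6 µM final · Signal – flow cytometry of retained JC-1 fluorescence · Timing – 10 min exposure at 25 °C with rotation, no wash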
Bfl-1 Bim block – disrupts Bim binding to human Bfl-1; Q16548; Bead-based flow cytometry, Bim-Bfl-1 binding inhibition; inhibition, % at 10 µM; 190,000 tested, 0.12% active; AID 1008;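 further: 0% = wells without compound plus tracer and 100% = blocker peptide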
Bim-Bcl-XL – disrupts Bim peptide binding to human Bcl-XL; 190,000 tested, 0.04% active; bead flow cytometry, fluorescence; Q07817; inhibition, % at 10 µM
Bim-Bcl-B – inhibitors of Bim-Bcl-B interaction, human | Q9HD36 | bead-based flow cytometry, Bim peptide-Bcl-B binding | inhibition, % at 10 µM | 190,000 tested, 0.073% active | AID 951;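 further: 0% = tracer peptide without compound and 100% = reference inhibitor peptide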
Target sequence (Q9HD36 whole entry, looked up): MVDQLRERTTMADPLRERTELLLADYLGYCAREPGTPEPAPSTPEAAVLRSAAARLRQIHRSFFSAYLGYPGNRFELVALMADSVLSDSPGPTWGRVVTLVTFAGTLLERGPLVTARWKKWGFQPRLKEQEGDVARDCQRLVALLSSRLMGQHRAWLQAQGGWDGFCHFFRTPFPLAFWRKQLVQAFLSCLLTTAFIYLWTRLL
RGS7-Gao – human RGS7-Galphao interaction regulation | P09471 | Multiplexed bead flow cytometry, RGS7-Galphao binding; actives lie on both sides | binding response (% of control), % at 10 µM | 220,000 tested, 0.35% active; in the data active means binding response below about 49% or above about 150%; inconclusive means no clear call, values can overlap the other calls; inactive means in between;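 further: fluorescent Galphao held in activated GDP-AlF4 state binding bead-coupled RGS7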
RGS8-Gao – human RGS8-Galphao interaction regulation. P09471. multiplexed bead flow cytometry, RGS8-Galphao binding; actives lie on both sides. response (percent of control binding), % at 10 µM. 220,000 tested, 0.34% active; in the data active means response below about 60% or above about 140%; inactive means in between;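 further: Galphao activated as the GDP aluminium fluoride complex binding bead-coupled RGS8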
Bcl-W Bim block – human Bim-Bcl-W interaction inhibition | inhibition, % at 10 µM | Q92843 | bead-based flow cytometry, Bim peptide-Bcl-W binding | AID 952 | 190,000 tested, 0.02% active;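 further: 0% = bound tracer without compound and 100% = peptide blocker; higher means less fluorescent Bim peptide bound to Bcl-W beads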
Target sequence (Q92843 whole entry, looked up): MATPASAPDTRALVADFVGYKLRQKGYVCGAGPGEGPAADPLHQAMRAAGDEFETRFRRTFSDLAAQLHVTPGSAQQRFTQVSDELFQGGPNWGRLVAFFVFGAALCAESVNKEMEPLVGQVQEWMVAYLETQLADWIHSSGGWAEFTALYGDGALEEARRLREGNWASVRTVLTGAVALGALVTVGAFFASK
Bim-Mcl-1 – disrupts Bim peptide binding to human Mcl-1; inhibition, % at 10 µM; 190,000 tested, 0.1% active; Q07820; AID 1009; Bead-based flow cytometry, Bim peptide-Mcl-1 binding;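 further: 0% = no compound tracer wells and 100% = peptide blocker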
Target sequence (Q07820 whole entry, looked up): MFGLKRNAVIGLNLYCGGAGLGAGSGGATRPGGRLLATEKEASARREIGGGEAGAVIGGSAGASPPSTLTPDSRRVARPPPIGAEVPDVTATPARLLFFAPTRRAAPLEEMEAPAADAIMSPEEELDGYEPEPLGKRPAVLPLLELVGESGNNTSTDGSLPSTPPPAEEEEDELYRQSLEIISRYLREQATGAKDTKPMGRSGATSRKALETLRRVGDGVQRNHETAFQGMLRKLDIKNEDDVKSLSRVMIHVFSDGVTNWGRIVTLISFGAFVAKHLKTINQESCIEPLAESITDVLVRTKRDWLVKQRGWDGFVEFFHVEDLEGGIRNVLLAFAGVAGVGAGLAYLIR
ABCB1 block – blocks JC-1 efflux by human ABCB1 transporter; CCRF-Adr cells, flow cytometry; inhibition, % at 6.6 µM; 190,000 tested, 0.067% active; in the data active means inhibition above about 40%;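 further: 0% = vehicle and 100% = reference inhibitor; higher value means more JC-1 retained so stronger ABCB1 efflux block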
RGS4-Gao reg – human RGS4-Galphao interaction regulation; P09471; Multiplexed bead flow cytometry, RGS4-Galphao binding; actives lie on both sides; binding response (% of control), % at 10 µM; 220,000 tested, 0.33% active; AID 1415; in the data active means binding response below about 49% or above about 150%; inactive means in between;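 further: fluorescent Galphao activated with aluminum fluoride binding bead-coupled RGS4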
* hit, by the source's call; ? = inconclusive. Unless noted, no stated cut-off is given here; in the data, active means inhibition above about 40%.

Bcl-W Bim block	ABCG2 inh	RGS7-Gao	Bim-Bcl-B	Bim-Bcl-XL	Bim-Mcl-1	Bfl-1 Bim block	RGS8-Gao	ABCB1 block	Bim-Bcl-2	RGS4-Gao reg	Compound
-2	11	?	-4	-3	-2	-3	100	0.9	-5	99	COCCCNC(=S)Nc1ccc2nc3n(c(=O)c2c1)CCCCC3
-2	3	100	-5	-3	-2	-13	103	0.1	-7	100	COc1ccc(Cl)cc1NC(=O)N1CCC(C)CC1
-3	4	111	-8	-6	-4	-24	122	0.1	-7	114	O=C(Cc1cccs1)NCc1ccncc1
0	10	101	-3	0	0	0	99	3.2	-2	95	COc1ccc(Cn2c(SC)nc3ccccc32)cc1[N+](=O)[O-]
-6	0	82	0	0	-2	1	86	0.4	3	82	Cc1onc(-c2ccccc2)c1C(=O)N1CCN(C(=O)c2ccco2)CC1
-1	5	?	1	-1	-4	4	101	0.8	-2	101	COc1ccccc1OCCNC(=O)C1CCCCC1
-3	2	103	-7	-1	-4	-8	105	0.5	-3	105	O=C(COC(=O)c1ccc(Cl)s1)c1ccc[nH]1
-5	71	99	-8	-6	-5	-3	102	0.0	-8	103	C=C(C)CNC(=S)N/N=C(\C)c1ccc(OC)cc1

Two records picked at random from the list so far:
Bcl-W Bim block	ABCG2 inh	RGS7-Gao	Bim-Bcl-B	Bim-Bcl-XL	Bim-Mcl-1	Bfl-1 Bim block	RGS8-Gao	ABCB1 block	Bim-Bcl-2	RGS4-Gao reg	Compound
-5	71	99	-8	-6	-5	-3	102	0.0	-8	103	C=C(C)CNC(=S)N/N=C(\C)c1ccc(OC)cc1
-1	5	?	1	-1	-4	4	101	0.8	-2	101	COc1ccccc1OCCNC(=O)C1CCCCC1

Later entries:
Bcl-W Bim block	ABCG2 inh	RGS7-Gao	Bim-Bcl-B	Bim-Bcl-XL	Bim-Mcl-1	Bfl-1 Bim block	RGS8-Gao	ABCB1 block	Bim-Bcl-2	RGS4-Gao reg	Compound
0	0	104	-9	-5	-3	-4	109	-0.2	-6	104	CCOC(=O)c1c(C=O)c2sc(C)cc2n1C
-1	0	?	6	0	0	6	99	0.1	4	99	Cc1ccc(C)n1-c1ccc(C(=O)NCc2ccncc2)cc1
0	2	?	0	-1	0	-2	100	-0.3	0	99	Cc1ccc(C)c(NC(=O)c2ccccc2NC(=O)C2CCCO2)c1 (stereo not drawn)
-4	0	97	-6	-4	-2	-4	100	0.1	-4	97	O=C(NCc1ccccn1)Nc1ccccc1
0	37	105	-11	-9	-2	-9	99	-0.1	-7	102	CC(C)(C)c1csc(NC(=O)c2cccs2)n1
0	2	107	-2	3	0	0	105	0.1	0	103	Cc1ccc(C(=O)NCC(=O)N2CCN(c3ncccn3)CC2)s1
5	2	98	-8	-17	-1	-13	97	0.7	-6	96	COc1cccc(Oc2cnc(N)nc2-c2ccc(OC)cc2O)c1
-1	7	102	-10	-4	0	-10	102	0.7	-10	104	Cc1cccc(NC(=S)N2CCC(c3nc4ccccc4s3)CC2)c1

Already shown: two of the compounds above.
Bcl-W Bim block	ABCG2 inh	RGS7-Gao	Bim-Bcl-B	Bim-Bcl-XL	Bim-Mcl-1	Bfl-1 Bim block	RGS8-Gao	ABCB1 block	Bim-Bcl-2	RGS4-Gao reg	Compound
0	0	104	-9	-5	-3	-4	109	-0.2	-6	104	CCOC(=O)c1c(C=O)c2sc(C)cc2n1C
-1	0	?	6	0	0	6	99	0.1	4	99	Cc1ccc(C)n1-c1ccc(C(=O)NCc2ccncc2)cc1

(continued)
Bcl-W Bim block	ABCG2 inh	RGS7-Gao	Bim-Bcl-B	Bim-Bcl-XL	Bim-Mcl-1	Bfl-1 Bim block	RGS8-Gao	ABCB1 block	Bim-Bcl-2	RGS4-Gao reg	Compound
-1	2	108	0	-2	1	0	101	0.5	0	95	CCNc1cccc2c1C(=O)N(C)C2=O
-3	3	96	1	-1	1	-4	99	0.5	2	98	CNC(=O)C(=O)NCCN1CCN(C(=O)c2ccc([N+](=O)[O-])cc2)CC1
-19	-1	102	-17	-17	-27	-6	104	0.2	-8	101	N#CC(CO)(Cc1ccc(OC(F)F)cc1)c1nc2ccccc2[nH]1 (stereo not drawn)
4	2	99	-6	-3	0	-8	105	0.3	-7	104	CCOCCCNC(=O)C1CCC(CNS(=O)(=O)c2ccc(F)cc2)CC1 (stereo not drawn)
0	5	91	1	-1	8	3	84	0.6	1	92	CCN(CC)CCNC(=O)C12CC3CC(CC(C3)C1)C2
-3	-3	99	0	-5	-8	4	123	-0.5	3	100	CCCNC(=S)N1CCN(C)CC1
3	2	102	-6	6	-2	-6	101	1.1	-4	105	CCc1cc2c(=O)nc3n(c2s1)Cc1ccccc1/C3=C(/O)c1cccc([N+](=O)[O-])c1
-2	1	101	-10	-5	-3	-14	102	0.6	-11	102	Cc1ccc(C(=O)n2cnnc2N)cc1C

(list continues)
Bcl-W Bim block	ABCG2 inh	RGS7-Gao	Bim-Bcl-B	Bim-Bcl-XL	Bim-Mcl-1	Bfl-1 Bim block	RGS8-Gao	ABCB1 block	Bim-Bcl-2	RGS4-Gao reg	Compound
0	1	101	-2	0	-1	-3	103	0.7	0	102	Cc1ccc(CCCOC(=O)C[N+]2(C)CCCCC2)cc1
-3	19	97	2	-2	-6	7	96	2.8	8	96	O=S(=O)(Nc1ccc2c(c1)nc1n2CCN(Cc2ccccc2)C1)c1ccccc1
-1	0	87	-9	3	1	-12	101	0.1	-6	98	O=c1cc(NC2CCCCCC2)[nH]c(=O)[nH]1
-1	2	108	-3	-6	0	-4	110	0.4	-2	112	Cc1ccc(C)c(OCCCN2CCCC2)c1
-2	48	102	-10	-8	-5	-20	99	1.5	-5	100	COC(=O)c1cn(-c2ccc(Cl)cc2)c(=O)c2ccccc12
0	4	98	0	-3	0	0	100	1.4	0	99	Cc1cc(/C=N/NC(=O)C(=O)N2CCCC2)c(C)n1-c1cccc(Br)c1
-4	1	?	-5	-7	-3	-9	99	0.6	-5	99	CC1(C(=O)N2CCN(c3ccccc3)CC2)CC1(Cl)Cl (stereo not drawn)
22	-3	?	38	31	16	11	101	-0.2	20	102	Nc1ccc(-c2cn3cccnc3n2)cc1

Next part:
Bcl-W Bim block	ABCG2 inh	RGS7-Gao	Bim-Bcl-B	Bim-Bcl-XL	Bim-Mcl-1	Bfl-1 Bim block	RGS8-Gao	ABCB1 block	Bim-Bcl-2	RGS4-Gao reg	Compound
-9	10	60	-1	-8	-4	-8	60	0.0	-11	63	CCn1c(SCC(=O)c2ccc(O)c(O)c2)nnc1-c1ccccc1
-4	4	99	-3	-5	-4	-3	107	0.2	-6	100	COc1cc(OC)c(C2SCCS2)c(OC)c1
0	0	101	-1	-2	1	0	102	0.1	0	99	Cc1cccc[n+]1C1C(c2ccc([N+](=O)[O-])cc2)C(C#N)=C(C(=C=[N-])C#N)NC1(O)C1CC1 (stereo not drawn)
2	10	96	-4	2	2	-2	101	1.4	0	101	Cc1cc(C)n(CC(=O)NN)n1
-2	2	97	-4	-4	-4	-7	99	0.7	-4	95	Cc1cc(C(=O)OCC(=O)N(C)c2ccccc2)ccc1[N+](=O)[O-]
0	0	105	-4	-9	0	-6	101	0.1	-5	106	Cc1ccc(NS(=O)(=O)c2ccc(N3C(=O)CCC3=O)cc2)cc1
-6	-1	106	-5	-5	-6	-9	105	-0.1	-10	115	CCOc1ccc2nc(NC(=O)c3cccc(-c4cc5ccccc5oc4=O)c3)sc2c1
-1	1	100	-2	-3	-1	-4	102	0.2	-3	103	Cc1cc(/C=C(\C#N)C(=O)NCc2ccco2)c(C)n1-c1ccc(C(=O)O)cc1

Following part
Bcl-W Bim block	ABCG2 inh	RGS7-Gao	Bim-Bcl-B	Bim-Bcl-XL	Bim-Mcl-1	Bfl-1 Bim block	RGS8-Gao	ABCB1 block	Bim-Bcl-2	RGS4-Gao reg	Compound
-3	13	98	-6	-2	-4	0	102	2.5	0	103	CC1CN(CCOc2ccccc2-c2ccccc2)CC(C)O1 (stereo not drawn)
2	1	?	-1	3	-2	-3	100	0.9	-2	100	COc1ccccc1NC(=O)COc1ccc(C(=O)OCC(=O)NC(C)(C)C)cc1OC
-1	0	99	-4	-4	-2	-2	99	0.0	0	98	CCNC(=S)N(Cc1ccccc1)Cc1nc2ccccc2c(=O)[nH]1
3	7	99	-4	-1	0	-8	101	0.5	-3	97	COc1ccc(Cl)cc1N1C(=O)C2CCCN2C1c1cccc(F)c1 (stereo not drawn)
-3	-1	100	-8	-8	-5	0	101	-0.5	-6	102	COc1ccc2cnnc(SCC(=O)Nc3ccccc3)c2c1OC
-3	3	93	-1	5	-1	4	89	0.2	2	94	O=C(Nc1cccc(-c2cnc3ccccc3n2)c1)c1ccccc1
0	1	106	-4	-13	-3	-8	102	0.1	-4	110	COc1cc(N2CN=c3s/c(=C\c4ccccn4)c(=O)n3C2)cc(OC)c1OC
-3	1	?	-6	-3	-1	-4	101	0.2	-3	101	Cc1ccc(C(=O)N/N=C2\CC3CC=CC23)c(C)c1 (stereo not drawn)

New compounds follow.
Bcl-W Bim block	ABCG2 inh	RGS7-Gao	Bim-Bcl-B	Bim-Bcl-XL	Bim-Mcl-1	Bfl-1 Bim block	RGS8-Gao	ABCB1 block	Bim-Bcl-2	RGS4-Gao reg	Compound
6	3	98	-1	2	-1	13	102	0.8	0	101	CN1c2cccc3cccc(c23)N(C)C1c1cccs1
-2	1	106	-7	-3	-3	-12	101	0.6	-8	105	Cc1ccc(C(=O)NCCCNCCCN(C)C)cn1
-6	7	106	-10	-7	-2	-2	107	1.3	-3	108	CCCCn1c(SCC(=O)N2CCOCC2)nnc1-c1ccoc1C
0	3	101	-3	-2	0	-5	103	0.1	-1	102	O=C(NCC1CCCO1)C1CCN(C2CCN(Cc3ccco3)CC2)CC1 (stereo not drawn)
0	-1	99	-5	-3	-3	-4	104	0.2	-4	104	Cc1cccc(CN2CCN(Cc3nc4c(s3)CCCC4)CC2CCO)n1 (stereo not drawn)
0	1	105	-1	-1	0	0	102	0.6	-4	102	CCCCCCCCCc1nc2sc3c(c2c(=O)n1NC(=O)c1ccccc1[N+](=O)[O-])CC(C)(C)OC3
2	4	?	-32	-7	-6	12	93	-0.4	0	99	CC(C)Cn1c(=S)[nH]c2cc(Cl)ccc21
0	9	103	1	-1	-1	8	104	0.6	4	100	O=C1NN(c2ccccc2)C(=O)C2C1C1C=CC2C12CC2 (stereo not drawn)
0	2	97	-7	-1	2	-3	100	1.0	-1	98	CC(=O)N1CCN(S(=O)(=O)c2cccc(C(=O)OCC(=O)N3CC(=O)Nc4ccccc43)c2)CC1
-2	7	102	-7	-6	-4	-13	103	-1.8	-5	105	N#Cc1ccccc1CSc1ccccn1
